Screens (PubChem BioAssay)
GSH fluor: GSH bead compound fluorescence profile; GSH beads flow cytometry, compound fluorescence 488/530 nm; hits give high values; fluorescence (KMESF) at 10 µM; 190,000 compounds, 0.25% hits; in the data active = fluorescence above about 89;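 note: glutathione beads carrying GST-tagged Bcl family fusion proteins plus one bare bead set; values are compound well signal with DMSO vehicle wells as background; inactives centre near 16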
RGS4-Gao reg: human RGS4-Galphao interaction regulation; Multiplexed bead flow cytometry, RGS4-Galphao binding; actives lie on both sides; binding response (% of control), % at 10 µM; 220,000 compounds, 0.33% hits; AID 1415; in the data active = binding response below about 49% or above about 150%; inactive = in between;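 note: fluorescent Galphao activated with aluminum fluoride binding bead-coupled RGS4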
RGS8-Gao reg: human RGS8-Galphao interaction regulation; P09471; multiplexed bead flow cytometry, RGS8-Galphao binding; actives lie on both sides; response (percent of control binding), % at 10 µM; 220,000 compounds, 0.34% hits; AID 1423; in the data active = response below about 60% or above about 140%; inactive = in between;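 note: Galphao activated as the GDP aluminium fluoride complex binding bead-coupled RGS8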
Bim-Bcl-2: inhibitors of Bim-Bcl-2 interaction, human; P10415; Bead-based flow cytometry, Bim peptide-Bcl-2 binding; inhibition, % at 10 µM; 190,000 compounds, 0.06% hits; AID 950; in the data active = inhibition above about 40%; inconclusive = no clear call, values can overlap the other calls;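 note: 0% = no compound wells with probe peptide and 100% = reference peptide inhibitor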
Bim-Bcl-W: human Bim-Bcl-W interaction inhibition; AID 952; inhibition, % at 10 µM; 190,000 compounds, 0.02% hits; bead-based flow cytometry, Bim peptide-Bcl-W binding; Q92843;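 note: 0% = bound tracer without compound and 100% = peptide blocker; higher means less fluorescent Bim peptide bound to Bcl-W beads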
Bfl-1 Bim block: human Bim-Bfl-1 interaction inhibition | Bead-based flow cytometry, Bim-Bfl-1 binding inhibition | inhibition, % at 10 µM | 190,000 compounds, 0.12% hits;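 note: 0% = wells without compound plus tracer and 100% = blocker peptide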
ABCG2 inh: blocks JC-1 efflux by human ABCG2 transporter; Q9UNQ0; IgMXP3 cells, flow cytometry; inhibition, % at 6.6 µM; 190,000 compounds, 0.1% hits; AID 1325;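 active = inhibition above 80%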;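 note: 0% = DMSO and 100% = nicardipine control wells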
Target sequence (Q9UNQ0 whole entry, looked up): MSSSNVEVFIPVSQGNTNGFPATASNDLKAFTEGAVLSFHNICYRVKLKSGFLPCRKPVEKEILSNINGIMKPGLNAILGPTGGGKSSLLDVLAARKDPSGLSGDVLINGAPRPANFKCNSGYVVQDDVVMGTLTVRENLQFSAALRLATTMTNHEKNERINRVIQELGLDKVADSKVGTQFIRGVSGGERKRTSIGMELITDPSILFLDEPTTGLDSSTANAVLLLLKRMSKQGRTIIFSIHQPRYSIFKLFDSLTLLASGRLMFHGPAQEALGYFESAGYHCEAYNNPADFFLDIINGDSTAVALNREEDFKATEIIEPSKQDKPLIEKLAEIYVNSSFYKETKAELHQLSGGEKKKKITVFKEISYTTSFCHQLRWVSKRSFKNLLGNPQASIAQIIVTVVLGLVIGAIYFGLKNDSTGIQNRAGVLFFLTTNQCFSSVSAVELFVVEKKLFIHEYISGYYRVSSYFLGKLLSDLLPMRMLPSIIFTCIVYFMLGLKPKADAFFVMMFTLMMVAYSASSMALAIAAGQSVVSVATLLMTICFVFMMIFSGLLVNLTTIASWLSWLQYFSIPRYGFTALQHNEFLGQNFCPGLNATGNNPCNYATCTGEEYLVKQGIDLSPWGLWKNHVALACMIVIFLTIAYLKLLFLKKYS
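Test system: IgMXP3 cells (ABCG2) mixed with DDAO far-red-labelled CCRF-Adr cells (ABCB1). Reagent: JC-1 transporter substrate. Compound dosing: single test compound dose, 6.6 µM final. Times: 10 min compound exposure, 25 °C. Detection: flow cytometry of retained JC-1 fluorescence. Read-out basis: efflux inhibition in percent versus controls. Controls: nicardipine and DMSO wells.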
RGS7-Gao reg: regulators of human RGS7-Galphao interaction; AID 1439; binding response (% of control), % at 10 µM; Multiplexed bead flow cytometry, RGS7-Galphao binding; actives lie on both sides; P09471; 220,000 compounds, 0.35% hits; in the data active = binding response below about 49% or above about 150%; inconclusive = no clear call, values can overlap the other calls; inactive = in between;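 note: fluorescent Galphao held in activated GDP-AlF4 state binding bead-coupled RGS7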
ABCB1 block: blocks JC-1 efflux by human ABCB1 transporter; CCRF-Adr cells, flow cytometry; AID 1326; inhibition, % at 6.6 µM; 190,000 compounds, 0.067% hits; in the data active = inhibition above about 40%;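 note: 0% = vehicle and 100% = reference inhibitor; higher value means more JC-1 retained so stronger ABCB1 efflux block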
Bcl-XL Bim block: human Bim-Bcl-XL interaction inhibition | Bim peptide-Bcl-XL binding, bead flow cytometry, fluorescence | inhibition, % at 10 µM | 190,000 compounds, 0.04% hits | AID 1007
Target sequence (Q07817 whole entry, looked up): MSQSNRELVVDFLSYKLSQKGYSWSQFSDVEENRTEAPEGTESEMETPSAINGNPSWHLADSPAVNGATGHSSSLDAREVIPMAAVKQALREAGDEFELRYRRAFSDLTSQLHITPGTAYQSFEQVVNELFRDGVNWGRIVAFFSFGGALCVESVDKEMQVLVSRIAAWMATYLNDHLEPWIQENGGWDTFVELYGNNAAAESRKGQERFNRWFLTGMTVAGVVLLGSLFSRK
Bcl-B Bim block: human Bim-Bcl-B interaction inhibition | Q9HD36 | bead-based flow cytometry, Bim peptide-Bcl-B binding | inhibition, % at 10 µM | 190,000 compounds, 0.073% hits | AID 951;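 note: 0% = tracer peptide without compound and 100% = reference inhibitor peptide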
Target sequence (Q9HD36 whole entry, looked up): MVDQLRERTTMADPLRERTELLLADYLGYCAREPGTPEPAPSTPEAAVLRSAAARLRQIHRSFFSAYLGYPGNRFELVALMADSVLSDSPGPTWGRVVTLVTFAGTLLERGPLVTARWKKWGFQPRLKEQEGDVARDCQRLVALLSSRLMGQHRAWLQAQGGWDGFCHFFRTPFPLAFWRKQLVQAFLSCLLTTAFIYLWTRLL
* = called active by the depositor; ? = inconclusive; nt = no result given; [ ] = dose if it differs, or a comment. Cut-off read from the data, not from the text of the source, unless noted: active = inhibition above about 40%. This is a random part of the collection. Share with any hit: about 1.1%.

GSH fluor	RGS4-Gao reg	RGS8-Gao reg	Bim-Bcl-2	Bim-Bcl-W	Bfl-1 Bim block	ABCG2 inh	RGS7-Gao reg	ABCB1 block	Bcl-XL Bim block	SMILES	Bcl-B Bim block
20	93	98	-2	-2	0	2	91	0.4	2	COc1ccc(C(C#N)Nc2ccccc2OC)cc1 (stereo not drawn)	-1
15	102	103	-8	-5	-6	8	98	1.2	-5	COc1ccc(-n2c(Cc3cccn3C)nnc2SCC(=O)N2CCC(C)CC2)cc1	-5
36	103	104	-7	-2	-8	-3	100	-2.1	-18	CC1CCN(C(=O)CSc2nnc(CNC(=O)COc3ccc(Cl)cc3)o2)CC1	-7
6	104	102	2	-2	0	3	104	0.3	-6	Cc1nccn1S(=O)(=O)c1cc([N+](=O)[O-])ccc1Cl	-8
28	102	102	-11	-7	-5	2	98	1.0	-5	C=CCOc1cccc(C2c3c(oc4ccccc4c3=O)C(=O)N2c2ccccn2)c1 (stereo not drawn)	-7
11	93	93	0	-2	-3	1	?	0.7	0	CC(C)CC1NC(=O)N(CCCCN2C(=O)c3ccccc3C2=O)C1=O (stereo not drawn)	-2
17	103	100	1	-3	-3	1	101	0.5	-2	CCOc1ccc(-c2nc(-c3cccnc3)no2)cc1	-4
25	100	99	-6	-4	-14	0	100	0.0	-2	CCc1ccc(OCC(=O)NC(=S)Nc2ccc(C(C)=O)cc2)c(Br)c1	-9
20	98	98	0	0	1	3	98	-0.2	-1	COc1cc([N+](=O)[O-])ccc1NC(=O)NCc1ccco1	5
17	102	102	-1	0	1	6	100	0.9	0	O=C(CSc1nnnn1-c1ccc2c(c1)OCO2)NCc1cccs1	-5
26	103	102	-7	-2	-19	1	109	0.2	-1	O=C(OCC1OC2C(Oc3nc(=O)ccn32)C1O)c1ccccc1 (stereo not drawn)	-9
13	100	100	0	0	0	-1	98	-0.6	1	O=c1[nH]c2cc3c(cc2cc1C(c1nnnn1CC1CCCO1)N1CCCC1)OCO3 (stereo not drawn)	0
18	95	101	-3	-2	0	3	98	0.5	-4	Cc1ccc(/C=C2/CCc3c([nH]c4ccccc34)C2=O)cc1	-7
15	100	96	-3	-1	-4	3	95	1.8	-3	CS(=O)(=O)Nc1ccc(S(=O)(=O)NC2CCCCC2)cc1	-3
66	97	89	0	2	6	1	101	0.7	0	Cc1ccc(S(=O)(=O)N2CCOCC2)cc1C(=O)Nc1c(C)n(C)n(-c2ccccc2)c1=O	6

Single entries from the list:
CC1CCN(C(=O)CSc2nnc(CNC(=O)COc3ccc(Cl)cc3)o2)CC1 – RGS4-Gao reg: 103
O=C(OCC1OC2C(Oc3nc(=O)ccn32)C1O)c1ccccc1 (stereo not drawn) – ABCB1 block: 0.2
CCOc1ccc(-c2nc(-c3cccnc3)no2)cc1 – ABCB1 block: 0.5

Other structures follow.
GSH fluor	RGS4-Gao reg	RGS8-Gao reg	Bim-Bcl-2	Bim-Bcl-W	Bfl-1 Bim block	ABCG2 inh	RGS7-Gao reg	ABCB1 block	Bcl-XL Bim block	SMILES	Bcl-B Bim block
9	102	101	-1	-3	-4	3	100	0.4	-2	COc1ccc(C(CNC(=O)c2ccc(S(=O)(=O)N3CCCC3)cc2)N(C)C)cc1OC (stereo not drawn)	-2
55	95	96	-6	3	-11	2	94	0.4	-11	O=P(O)(O)CP(=O)(O)O	-7
16	100	102	-6	-3	-6	-1	105	-1.9	-4	Cc1ccc(CC(=O)Nc2cc([N+](=O)[O-])ccc2F)cc1	-4
16	100	98	-1	0	-2	18	102	0.9	0	CNC(=S)N/N=C/c1c(C)nn(-c2ccc(F)cc2)c1Cl	-3
12	99	101	-2	-1	-3	10	95	0.6	0	Cc1ccccc1Nc1nc(N)nc(COC(=O)CC2CC3CCC2C3)n1 (stereo not drawn)	-4
12	105	106	-1	3	5	6	?	1.4	2	O=C(Nc1ccon1)C12CC3CC(C1)CC(n1cnc([N+](=O)[O-])n1)(C3)C2	-4
10	105	109	-1	-2	-4	3	103	3.3	-5	Cc1ccc(C23CC4CC(CC(C(=O)OCC(=O)NC5CCS(=O)(=O)C5)(C4)C2)C3)cc1 (stereo not drawn)	-8
15	nt	nt	-4	-3	0	10	nt	1.4	-1	C=CCNc1nc(N)c(C(=C(C#N)C#N)c2ccccc2)s1	-1
11	106	109	0	1	-4	5	107	0.2	1	Cc1cc2nc(-c3ccncc3)cc(C(F)(F)F)n2n1	-3
5	104	110	-2	-3	-2	-8	95	-1.7	-7	COCCn1c(=NC(=O)/C=C/c2ccccc2Cl)sc2cc(NC(C)=O)ccc21	-9
19	137	107	-3	1	-8	6	167*[activator]	6.8	-2	CCO[C@@H]1OC(C(=O)N2CCN(Cc3ccc4c(c3)OCO4)CC2)=C[C@H](c2cn(C(C)=O)c3ccccc23)[C@H]1CCCO	0
7	87	77	-4	4	-5	-4	84	-1.0	3	COc1ccccc1-c1nnc(NC(=O)c2ccc3ncsc3c2)o1	5
17	101	100	-2	1	-6	8	105	0.5	-1	CCNC(=O)COC(=O)c1cc(C)nc2ccccc12	-3
17	102	101	-1	0	-2	2	102	0.3	0	O=c1nc(NCc2ccco2)sc2ncccc12	0
11	97	93	-5	-2	0	-1	100	-0.4	-3	Cc1ccc(C)c(NC(=S)c2ccccn2)c1	-9
10	102	101	-1	0	0	2	103	0.6	-2	O=C(Nc1cccc(F)c1)/C(=C\c1cccnc1)NC(=O)c1cccs1	1
35	102	101	-8	1	-17	64	100	-1.5	-2	COc1ccc(C(=O)Nc2ccc(S(=O)(=O)N3CCOCC3)cc2)cc1OC	-6
11	101	100	5	3	0	7	100	1.2	1	Cn1cc(C=C2C(=O)CC(C)(C)CC2=O)c2ccccc21	2
18	93	96	-10	0	-9	4	96	0.5	-2	CC(=O)c1ccc(OCc2cccc(C(F)(F)F)c2)cc1O	-5
31	100	91	0	-5	0	3	97	0.4	-1	O=C(O)c1cccc(NC(=S)NCc2ccccc2)c1	-1
14	106	90	22	-5	5	0	105	0.0	-6	Cc1cccc(OCC(=O)Nc2ccc(N3CCCC3)cc2)c1C	0
20	99	99	-5	1	-17	12	99	0.4	-3	c1ccc(-c2ccc(-c3cnc4n3CCCCC4)cc2)cc1	-3
74	105	106	-2	-1	0	15	110	1.3	-2	CCOC(=O)c1ccc(NC(=O)CN2C(=O)NC3(CCCCCC3)C2=O)cc1	-2
17	104	104	-8	2	-10	1	106	0.1	-4	CNc1nc(Oc2ccccc2C(=O)OC)nc(SC)n1	-5
41	98	99	-10	0	-15	2	99	0.8	-13	CC(=O)NC(CCS(C)(=O)=O)C(=O)Nc1nccs1 (stereo not drawn)	-10
11	98	85	-4	-2	0	-7	92	-1.3	-3	c1ccc(-c2nnc3n2NC(c2ccc4c(c2)OCO4)S3)cc1 (stereo not drawn)	-4
12	102	107	-5	-6	-1	0	104	-0.7	-8	CCCc1sc(N/N=C/c2ccccn2)nc1-c1ccc(Br)cc1	-4
12	91	78	20	42*	48*	2	76	0.4	16	Nc1c(C(=O)NCc2ccco2)sc2nc3c(cc12)C(=O)CCC3	6
16	98	100	-9	0	-7	4	95	2.1	0	O=C1Nc2ccccc2C12OC1CCCCC1O2 (stereo not drawn)	-3
23	103	103	-8	0	-7	0	101	0.2	-1	CCCCOC(=O)c1ccc(NC(=O)CSCc2n[nH]c(=O)[nH]2)cc1	-8
18	103	101	-5	-9	-6	2	104	0.3	-14	CC(C)Sc1cc(N2CCOCC2)nc(-c2ccccc2)n1	-11
18	96	97	-3	0	-6	0	100	0.0	-2	CN(C)c1ccc2c3c(ccc(N(C)C)c13)COC2	-2
10	99	97	-9	-6	-10	24	94	1.3	-5	COc1ccc(CCCC(=O)N/N=C/c2cccc(OC)c2O)cc1C	-7
19	104	102	-7	-3	-15	4	100	0.3	-9	CCn1cc(CN(C)C(=O)/C=C/c2ccc([N+](=O)[O-])cc2)c(C)n1	-6
28	98	101	-4	1	-10	4	95	0.6	0	O=C(O)CCc1nn2c3ccccc3nc2n(-c2ccccc2)c1=O	-6
5	100	99	-2	-2	0	2	100	0.5	-3	CSc1cnn(Cc2ccccc2)c(=O)c1SCc1ccccc1	-12
21	102	100	0	-2	-2	0	104	0.0	0	C=CCN1C(=Nc2ccccc2)SC/C1=C\C(=O)OC	0
23	102	98	-5	-5	2	3	96	0.3	0	CC(=O)c1c(C)[nH]c(C(=O)OC2CCCCC2=O)c1C (stereo not drawn)	-4
10	101	101	-2	0	5	1	104	0.3	-2	Cc1ccc(O)c(C2=Nc3ccccc3N=C(c3cccc([N+](=O)[O-])c3)C2)c1	-1
41	96	99	-16	2	-11	13	101	3.1	0	COc1cc2c(cc1NC(=O)CN1C(=O)NC3(CCc4ccccc43)C1=O)oc1ccccc12 (stereo not drawn)	-28
13	99	97	0	-8	-2	21	100	1.9	-7	Cc1cccc2c1-c1sc(C(=O)N3CCc4ccccc4C3)cc1CO2	-7
8	101	101	-2	2	-5	0	100	0.1	-5	CC(C)(C)C(=O)CSc1nc2ncc(Br)cc2[nH]1	0
7	102	97	-1	-7	0	6	103	0.5	-9	Cc1cc(C)c(S(=O)(=O)N(C)c2ccccc2)c(C)c1	-7
18	108	106	-4	1	-3	8	106	1.4	-3	Cc1ccc(/C=N/NC(=O)NN(C)c2ncc(C(F)(F)F)cc2Cl)cc1	-2
26	101	101	0	-2	0	3	98	1.1	0	O=C(c1cccc(S(=O)(=O)NCCOc2ccccc2)c1)N1CCN(c2ncccn2)CC1	-7
20	97	100	-7	-4	-7	3	99	0.5	-10	CCSc1nnc(NC(=O)C(C)Sc2nc3ccccc3[nH]2)s1 (stereo not drawn)	-5
30	104	101	-2	-5	-27	1	102	0.7	-8	O=C(CN1C(=O)c2cccc3cccc1c23)N1CCN(c2ccccc2)CC1	-10
11	107	103	0	2	2	1	104	0.0	-1	CC(C)C(=O)Nc1nnc(Sc2ccc(N(C)C)cc2)s1	1
46	102	104	-7	0	-7	17	nt	0.7	1	Cc1noc(C)c1CSc1ncnc2sc(C)c(C)c12	-11
16	108	102	-7	-2	-8	2	125	0.4	-2	CCN1C(=O)C(CC(=O)Nc2ccc(F)cc2)N(CCc2ccc(OC)cc2)C1=S (stereo not drawn)	-4
76	85	93	-4	-3	-1	0	98	-0.4	-3	CCOC(=O)C1C(c2ccc(OC)cc2)N(C)OC1(O)C(F)(F)F (stereo not drawn)	0
38	105	101	-15	-4	-22	10	122	1.5	-12	CC(C)(C)Nc1cccccc1=O	-11
8	110	101	-2	-3	0	1	97	0.6	0	O=C(CSc1nnc(-c2cccnc2)n1Cc1ccccc1)NCc1ccco1	0
22	98	95	-1	-1	1	0	91	-0.1	0	O=C(NNC(=O)c1ccccc1-c1ccccc1C(=O)O)c1ccccc1	0

Two compounds from above, reduced to Bim-Bcl-2:
molecule,Bim-Bcl-2
CCSc1nnc(NC(=O)C(C)Sc2nc3ccccc3[nH]2)s1 (stereo not drawn),-7
O=C(CN1C(=O)c2cccc3cccc1c23)N1CCN(c2ccccc2)CC1,-2
